hIAP act – increases human intestinal alkaline phosphatase activity; purified human IAP, CDP-Star luminescence, 30 min; active compounds read high; 1 = vehicle-only enzyme, 0 = enzyme-free background; activation factor at 10 µM; 330,000 compounds, 0.16% hits; AID 2524;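 active = activation factor of the enzyme at least 2-fold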; also: the source names both 10 and 20 µM as test concentration; values of inactives mirror those of a sister screen read the other way
APOBEC3G inh – APOBEC3G (human) deaminase inhibition | recombinant A3G, ssDNA deamination FAM/TAMRA fluorescence | inhibition, % at 20 µM | 330,000 compounds, 0.28% hits | AID 493012 | Q9HC16;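 active = inhibition of at least 40% at 20 µM, with no more than 30% in the related APOBEC3A deaminase screen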;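 also: plate controls were DMSO wells with A3G for no effect and wells lacking A3G enzyme for full effect; some compounds called inactive have numbers as strong as hits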
Target sequence (Q9HC16 whole entry, looked up): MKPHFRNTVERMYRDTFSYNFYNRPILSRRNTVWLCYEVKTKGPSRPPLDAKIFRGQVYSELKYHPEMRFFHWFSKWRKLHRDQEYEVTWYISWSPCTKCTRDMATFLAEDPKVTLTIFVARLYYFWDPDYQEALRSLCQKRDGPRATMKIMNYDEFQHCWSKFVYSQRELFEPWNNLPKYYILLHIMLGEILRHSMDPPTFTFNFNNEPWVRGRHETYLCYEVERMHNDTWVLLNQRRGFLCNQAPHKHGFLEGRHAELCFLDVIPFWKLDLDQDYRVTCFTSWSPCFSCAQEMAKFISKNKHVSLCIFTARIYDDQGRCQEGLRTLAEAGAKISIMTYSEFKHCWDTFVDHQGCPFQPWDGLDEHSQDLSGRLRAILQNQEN
MPTP block – inhibitors of mitochondrial permeability transition pore; isolated mouse mitochondria, Ca2+ swelling absorbance, 30 min; inhibition, % at 10 µM; 360,000 compounds, 1.4% hits; AID 602449;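 active = inhibition of 50% or more, scaled per plate between neutral and stimulator controls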;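 also: 0% = DMSO wells given calcium and 100% = 1 mM EGTA wells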
mIAP inh – mouse IAP inhibition | 330,000 compounds, 0.2% hits | inhibition, % at 10 µM | purified mouse IAP, CDP-Star luminescence, 30 min;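 active = inhibition of at least 40% at 10 µM in the primary screen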;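 also: plate controls were DMSO with enzyme for no effect and no enzyme wells for full effect; values of inactives mirror those of a sister screen read the other way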
APOBEC3A inh – human APOBEC3A DNA deaminase inhibition | recombinant A3A, FAM/TAMRA ssDNA deamination fluorescence | inhibition, % at 20 µM | 330,000 compounds, 0.41% hits | AID 493011;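 active = at least 40% inhibition at 20 µM here, with at most 30% in a related deaminase screen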;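 also: plate controls were A3A with DMSO for no effect and wells lacking A3A enzyme for full effect; some results filed as inactive read as strong as hits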
Target sequence (P31941 whole entry, looked up): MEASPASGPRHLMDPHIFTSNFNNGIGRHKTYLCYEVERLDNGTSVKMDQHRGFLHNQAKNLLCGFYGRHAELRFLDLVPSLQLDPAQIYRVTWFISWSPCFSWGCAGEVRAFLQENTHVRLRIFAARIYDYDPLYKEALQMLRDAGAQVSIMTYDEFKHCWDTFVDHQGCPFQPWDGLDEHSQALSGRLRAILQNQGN
mIAP activ – mouse IAP activation. AID 2805. 330,000 compounds, 0.24% hits. muIAP, CDP-Star luminescence, 30 min; active compounds read high; 1 = vehicle-only enzyme signal, 0 = enzyme-free wells. activation factor at 10 µM;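 active = activation factor of at least 2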; also: the source names both 10 and 20 µM as test concentration; values of inactives mirror those of a sister screen read the other way
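also added = chemiluminescent substrate CDP-Star | test system = mouse IAP enzyme | signal = chemiluminescence readout | compound = DMSO-dissolved test compounds | incubation = 30 min at room temperature | benchmarks = DMSO wells, no-enzyme wells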
hIAP inh – human IAP inhibition; P09923; purified IAP, CDP-Star luminescence, 30 min; inhibition, % at 10 µM; 330,000 compounds, 0.12% hits;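 active = inhibition reaching a set limit with compound at 10 µM in the primary screen, cut at about 35% in these data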;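 also: plate controls were DMSO wells with enzyme for no effect and no-enzyme buffer wells for full effect; values of inactives mirror those of a sister screen read the other way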
NR3A LBD binder – modulates the human NR3A ligand-binding domain | Tm shift relative to glycine control, % at 25 µM | NR3A LBD differential scanning fluorimetry, Tm shift; 0% = protein alone, 100% = glycine-bound protein | 340,000 compounds, 2.5% hits;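 active = melting temperature shift of at least 10% of the positive control shift, at one fixed dose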
beta cell repl – induces beta-cell replication in MIN6 cells | proliferation, % at 10 µM | 330,000 compounds, 0.29% hits | MIN6 cells proliferation, ATPlite luminescence, 48 h; cells starved in 0.2% serum; 100% = growth in 10% serum;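 active = compounds whose signal lies at least 3.5 SD above the mean of all wells on their plate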;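 also: 0% = DMSO-treated cells in low-serum medium and 100% = 10% serum control; some compounds called inactive have numbers as strong as hits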
Active calls of the source: *. This is a random part of the collection. Share with any hit: about 5%.

Structure	hIAP act	APOBEC3G inh	MPTP block	mIAP inh	APOBEC3A inh	mIAP activ	hIAP inh	NR3A LBD binder	beta cell repl
O=C(O)CN1C(=O)COc2ccc(S(=O)(=O)N3CCCCCC3)cc21	0.776	-2.0	-0.5	-5.5	0.1	1.05	22.4	-2.4	-0.7
O=C(Nc1ccccc1C(=O)N1CCOCC1)c1cccnc1	1.03	-3.6	-1.4	-0.5	-3.5	1	-2.8	0.8	-1.9
COc1ccc(NC(=O)CN(C)C(=O)c2n[nH]c3ccccc23)cc1	1.02	2.5	-0.6	-14.5	2.6	1.15	-2.1	2.2	6.7
CCOC(=O)c1c(C)[nH]c(C(=O)COC(=O)c2ccc(O)cc2)c1C	1.04	-2.4	2.0	-8.7	-3.2	1.09	-4.5	-2.7	-0.3
Cc1nc(C)c(C(=O)Nc2ccccc2)s1	0.978	-8.6	-0.5	8.2	-2.3	0.918	2.2	-2.8	-1.1
Cc1ccccc1-n1nc2c(c1NC(=O)CC(C)C)CS(=O)C2 (stereo unspecified)	0.998	-3.7	-1.9	2.8	-2.1	0.972	0.2	1.3	0.5
O=c1cc(CN2CCOCC2)c2ccc(O)c(O)c2o1	0.993	-1.5	0.4	5.3	-3.1	0.947	0.7	1.6	-3.8
CCOc1ncccc1C(=O)Nc1ccc(C)c(S(=O)(=O)N2CCCCCC2)c1	0.925	-5.8	-0.2	15.0	-3.8	0.85	7.4	0.9	1.6
CC(CCc1ccccc1)NC(=O)COC(=O)c1ccc(F)cc1 (stereo unspecified)	1.12	-4.7	0.2	-7.1	6.3	1.07	-11.9	0.6	-4.8
O=C(O)C1CCCN1c1nc(C(F)(F)F)nc2ccccc12 (stereo unspecified)	0.95	0.8	0.5	2.8	0.6	0.972	5.0	2.4	-1.9
CNC(=S)N/N=C/c1ccc(-c2cccc(C(=O)O)c2)o1	1.22	-6.2	2.0	10.8	-2.3	0.892	-21.7	-1.3	0.8
CCc1cc(C(=O)N2CCN(c3ncc(C(F)(F)F)cc3Cl)CC2)sc1C	1.02	0.8	1.1	-0.9	4.0	1.01	-2.2	-3.7	0.0
O=C(NCC(c1cccs1)N1CCOCC1)c1cccnc1 (stereo unspecified)	1.04	-2.9	0.6	0.3	-6.7	0.997	-4.4	1.5	-2.5
Cc1ccc(-n2nnnc2SCC(=O)Nc2ccccc2-c2ccccc2)cc1C	1.23	-3.0	6.9	-13.6	-2.9	1.14	-22.8	-17.9	-2.4
c1cn2c(Nc3ccc4c(c3)OCCO4)c(-c3ccc(N4CCOCC4)cc3)nc2cn1	1.12	-0.8	1.2	-5.8	1.1	1.06	-12.5	0.5	-2.0
CCOc1cc(N2CCOCC2)c(OCC)cc1NC(=O)C1CC(=O)N(c2ccc(C)cc2)C1 (stereo unspecified)	0.925	1.3	-2.7	-1.3	5.4	1.01	7.5	1.6	-3.2
O=C(Nc1ccc(F)cc1)NC1CCN(Cc2c(F)cccc2Cl)CC1	1.17	-3.3	9.1	-38.3	1.2	1.38	-17.3	-0.3	-2.8
O=C(CSc1nc2[nH]ncc2c(=O)n1-c1ccccc1)NCc1cccs1	1.15	-3.0	-0.6	11.0	3.3	0.89	-15.0	-0.8	-3.5
COc1cccc(/C=N/NC(=O)CCc2ccccc2)c1	0.954	-3.8	0.8	0.8	-0.4	0.992	4.6	1.5	-0.7
Cc1ccc(N(Cc2ccc(C(=O)Nc3ccccc3C(=O)NCc3ccco3)cc2)S(C)(=O)=O)cc1C	0.94	-6.5	-4.5	-3.7	-2.9	1.04	6.0	-1.1	-2.3
Cc1nnc(SCc2cc(=O)[nH]c(/N=C(\N)Nc3ccccc3)n2)s1	1.34	-3.4	0.3	-0.2	-6.1	1	-33.8	-2.9	0.1
Cc1cc(C)c(C#N)c(SCSCc2ccccc2)n1	0.724	-6.3	1.4	9.0	-2.6	0.91	27.6	3.5	0.9
Cc1cc(NC(=O)C2C3C(=O)N(c4cccnc4)C(C(=O)NC(C)(C)C)C34C=CC2(C)O4)no1 (stereo unspecified)	1.05	17.2	-2.1	-1.9	5.6	1.02	-5.1	0.3	-2.5
CN1C(=O)c2cccc(NCCCN3C(=O)c4ccccc4C3=O)c2C1=O	1.16	-3.2	-1.5	-0.3	-0.8	1	-16.3	-2.3	-0.1
O=C(O)c1ccccc1Sc1ncnc2sc3c(c12)CCC3	1.17	-17.8	0.6	3.1	-0.4	0.969	-17.3	-1.2	4.5
CCN(CC)CCN(Cc1cc2cc3c(cc2[nH]c1=O)OCCO3)C(=S)NCCCOC	1.16	0.7	4.9	-7.4	1.8	1.07	-16.3	-0.2	-1.2
CC(C)n1c(=O)[nH]c2cc(C(=O)Nc3ccccc3)ccc21	0.974	-4.1	-2.5	-0.2	-1.5	1	2.6	-0.9	-0.5
COC(=O)c1ccc(-n2nnnc2SCc2ccccc2OC)cc1	0.803	-6.3	7.9	2.7	-3.0	0.973	19.7	2.7	-2.3
Cc1ccccc1Nc1nc(N)nc(COC(=O)c2ccc(S(=O)(=O)N(C)C)cc2)n1	0.852	-3.0	1.1	7.8	-0.9	0.922	14.8	1.9	0.0
Cc1ccc2cc3cc(C(=O)N4CCCCC4C)oc3nc2c1 (stereo unspecified)	0.933	-11.3	2.8	2.3	-2.7	0.977	6.7	-0.4	-2.5
Oc1ccc(-c2n[nH]c(=S)n2Cc2ccco2)cc1	1.17	49.4*	-1.4	3.3	-1.1	0.967	-16.5	-0.2	-2.4
O=C(O)C1C2C=CC(C2)C1C(=O)NCc1ccccc1 (stereo unspecified)	0.911	-4.9	-0.3	-5.2	-3.0	1.05	8.9	-2.4	3.3
Cc1ccc(NC(=O)c2ccccc2NC(=O)c2cccnc2)cc1	1.16	-2.9	-0.1	5.7	-7.7	0.943	-15.8	-1.8	-3.0
COC(=O)c1cc2c(s1)CS(=O)C2 (stereo unspecified)	0.885	2.1	-0.1	-7.3	5.8	1.07	11.5	0.6	3.5
CN(Cc1ccccc1)C(=O)c1[nH]cnc1C(=O)Nc1ccc(Cl)cc1	1.46	-11.8	1.0	3.3	-4.4	0.967	-45.9	-4.0	-6.1
CCOC(=O)Cn1nc(C)c(NC(=O)c2ccc([N+](=O)[O-])c(C)c2)c1C	0.832	-3.5	-3.3	4.1	0.2	0.959	16.8	-1.5	-1.1
O=C(NCCC1=CCCCC1)C1CC(=O)N(C2CCCCC2)C1 (stereo unspecified)	1.13	1.2	0.0	-13.8	3.1	1.14	-12.6	-0.9	0.0
COc1ccc(CCNC(=O)C2CCCN(C(=O)N(C)C)C2)c(OC)c1 (stereo unspecified)	0.898	-0.6	-1.7	-1.0	1.6	1.01	10.2	0.1	-1.5
COc1cc(Oc2nc(C(F)(F)F)nc3ccccc23)ccc1C=O	1.02	-1.6	0.5	6.4	-3.1	0.936	-2.1	-0.2	-1.6
CCN(CC)C(=O)CSc1nnc(-n2nc(C)cc2C)c2ccccc12	0.869	-5.9	-1.1	2.3	-1.2	0.977	13.1	1.0	-0.7
Cc1cc(C(=O)N2CCC(Cc3ccccc3)CC2)c(C)o1	1.11	-7.2	-0.7	-5.0	-1.9	1.05	-10.6	1.1	-1.1
COc1ccc(NC(=O)CCS(=O)(=O)c2ccc3c(c2)CCCN3C(C)=O)cc1Cl	1.01	-1.4	1.3	0.9	-0.1	0.991	-0.8	1.2	-0.7
Cc1ccc(CN2CC(C(=O)Nc3ccc4c(C)cc(=O)oc4c3)CC2=O)cc1 (stereo unspecified)	0.955	0.3	0.6	4.8	6.3	0.952	4.5	-1.2	-2.1
O=C(Nc1cccc2ncccc12)c1ccccc1F	1.11	1.9	-2.3	-2.1	8.4	1.02	-10.6	2.5	-2.9
Cc1cc(S(=O)(=O)Nc2nc(CN3CCOCC3)nc3sc4c(c23)CCCC4)ccc1F	0.734	-4.2	1.0	7.4	-1.0	0.926	26.6	0.4	-0.4
O=C(c1cc(F)c(F)cc1Cl)N1CCCc2ccccc21	1.05	-3.9	-0.3	4.5	-3.2	0.955	-5.2	-3.0	2.8
CC(=O)NCc1cc(-c2nn(C)c(=O)c3ccccc23)ccc1C	0.849	-3.9	0.8	9.9	-1.7	0.901	15.1	-2.0	2.2
CCS(=O)(=O)c1ccc(O)c(NC(=O)c2cc(-c3ccccn3)nc3ccccc23)c1	1.05	-4.2	0.8	9.4	-2.7	0.906	-5.4	0.3	-1.1
COc1cc(CC(=O)Nc2cccc(S(=O)(=O)N(C)c3ccccc3)c2)cc(OC)c1OC	1	-7.0	7.4	-52.8	-5.6	1.53	0.0	-1.1	-2.8
CC1CCN(S(=O)(=O)c2ccc(NC(=O)CCN3C(=O)C4CC=CCC4C3=O)cc2)CC1 (stereo unspecified)	0.806	-9.6	1.4	-11.9	17.4	1.12	19.4	-1.2	-1.2
O=C(O)CCC(=O)Nc1ccc(Cc2ccc(NC(=O)CCC(=O)O)c(O)c2)cc1O	0.954	-4.0	1.0	12.8	1.1	0.872	4.6	-0.3	-2.8
CCCn1c(SCC(=O)C(C)(C)C)nc2ccccc21	0.916	2.1	0.2	-5.1	2.8	1.05	8.4	-10.7	0.2
COc1ccccc1-c1nc(C#N)c(NCCCn2ccnc2)o1	1.08	-6.8	2.2	2.4	-2.7	0.976	-8.3	1.2	-0.9
CC(=O)NC(CC(=O)Nc1nc(-c2ccccc2)c(C(C)=O)s1)c1ccccc1 (stereo unspecified)	0.89	-7.7	0.8	7.7	2.9	0.923	11.0	-5.5	-1.5
Cc1nnc2n(-c3ccccc3)c(=O)c3c4c(sc3n12)COC(C(C)C)C4 (stereo unspecified)	1.08	-6.2	-5.9	-3.2	-2.0	1.03	-8.0	2.0	-2.4
